Assay outcomes (PubChem)
TDP1 block: qHTS Assay for Inhibitors of Tyrosyl-DNA Phosphodiesterase (TDP1). Tyrosyl-DNA phosphodiesterase 1 (Homo sapiens), Q9NUW8. AID 485290, 2010. 350,000 compounds, 0.28% hits. Potency, µM (top dose mostly 130 µM), for inactives: at the highest dose activity change, negative = inhibition, actives largely listed as inhibitors. recombinant TDP1, AlphaScreen DNA substrate cleavage; note: nearly all actives have a fitted effect of over 40% in size
Target sequence (Q9NUW8 whole entry, looked up): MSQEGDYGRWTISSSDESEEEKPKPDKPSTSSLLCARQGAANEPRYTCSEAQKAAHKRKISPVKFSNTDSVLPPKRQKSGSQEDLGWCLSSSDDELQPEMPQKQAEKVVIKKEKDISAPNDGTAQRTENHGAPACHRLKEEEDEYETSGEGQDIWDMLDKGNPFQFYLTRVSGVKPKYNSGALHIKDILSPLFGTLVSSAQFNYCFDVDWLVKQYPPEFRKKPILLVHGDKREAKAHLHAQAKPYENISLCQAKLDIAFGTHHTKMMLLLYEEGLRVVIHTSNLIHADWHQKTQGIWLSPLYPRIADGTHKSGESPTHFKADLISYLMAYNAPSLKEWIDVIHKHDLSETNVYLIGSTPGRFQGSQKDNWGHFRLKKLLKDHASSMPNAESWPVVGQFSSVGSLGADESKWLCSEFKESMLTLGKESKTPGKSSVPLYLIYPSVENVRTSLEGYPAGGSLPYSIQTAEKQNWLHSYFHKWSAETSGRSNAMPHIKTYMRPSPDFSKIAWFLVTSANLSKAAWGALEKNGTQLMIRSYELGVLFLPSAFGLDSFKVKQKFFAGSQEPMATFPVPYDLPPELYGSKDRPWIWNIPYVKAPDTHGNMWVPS
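Compounds were preincubated with Tdp1 (1 nM final) for 15 min at room temperature before substrate (15 nM final) started a 5 min reaction; beads (10 ug/ml final) were then added for 10 min before AlphaScreen detection.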
N370S GC mod: qHTS Assay for Inhibitors and Activators of N370S glucocerebrosidase as a Potential Chaperone Treatment of Gaucher Disease; N370S GC spleen homogenate, 4MU-glucoside fluorescence; Potency, µM (titrated, usually from 59.4 µM), for inactives: at the top dose activity change, negative = inhibition, actives largely listed as inhibitors; 330,000 compounds, 0.092% hits; Lysosomal acid glucosylceramidase (Homo sapiens), P04062;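 note: 0% = full enzyme activity and -100% = no enzyme basal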
FEN1 inhibitor: qHTS Assay for the Inhibitors of Human Flap endonuclease 1 (FEN1) | Potency, µM (highest dose often 114 µM), for inactives: top-dose activity change, negative = inhibition, most hits filed as inhibitors | Recombinant FEN1 flap cleavage, fluorescence, 15 min | P39748 | 390,000 compounds, 0.35% hits | AID 588795, 2011; note: nearly all actives have a fitted effect of over 65% in size
Target sequence (P39748 whole entry, looked up): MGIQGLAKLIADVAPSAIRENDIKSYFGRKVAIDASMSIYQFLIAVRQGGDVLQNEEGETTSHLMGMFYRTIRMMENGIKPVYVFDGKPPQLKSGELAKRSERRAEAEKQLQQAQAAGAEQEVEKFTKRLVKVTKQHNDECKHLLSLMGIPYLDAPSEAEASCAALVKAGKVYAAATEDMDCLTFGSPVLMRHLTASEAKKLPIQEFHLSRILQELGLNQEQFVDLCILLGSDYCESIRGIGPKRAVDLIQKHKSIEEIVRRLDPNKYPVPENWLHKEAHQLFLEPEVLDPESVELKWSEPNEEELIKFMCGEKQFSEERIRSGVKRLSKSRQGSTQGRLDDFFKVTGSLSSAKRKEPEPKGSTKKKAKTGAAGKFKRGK
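FEN1 at 10 nM, compound pretreatment for 15 min (room temperature), 50 nM final substrate to initiate; endpoint reads at 0 and 15 min; DMSO-only plates used as vehicle background.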
* = called active by the depositor; ? = inconclusive; · = not tested or not shown; & = joins results of further samples; [ ] = remark or other dose. Calls come from the whole dose curve; as a rule, active = well fitted curve in the direction sought with a large enough effect; inconclusive = small, poorly fitted or top-dose-only effect, or another doubt; inactive = no such curve, though single readings can be large; an effect the other way counts as inactive or inconclusive. Unless noted, % is set by controls: 0 for no effect and ±100 for the full control effect; potency is the fitted concentration of half-maximal effect. Rows are unselected. Share with any hit: about 0.57%.

entry	SMILES	TDP1 block	N370S GC mod	FEN1 inhibitor
1	Cc1ccc2nsnc2c1NC(=O)c1ccc([N+](=O)[O-])cc1	0.0%	-2.2%	0.1%
2	CCCCn1nnnc1SCC(=O)N(CC)CC	4.7%	2.5%	6.2%
3	CCCCc1ccc(NC(=O)CC(C)(C)C)cc1	0.0%	15.5%	-15.0%
4	CCN(CC)S(=O)(=O)c1ccc(O)c(C(=O)OCC(=O)NC2CCCC2)c1	·	-4.6%	-3.7%
5	COCCCNC(=O)CCN1C(=O)COc2ccccc21	6.2%	12.5%	-10.6%
6	COc1ccc(/C=C/C(=O)Nc2ccc(C)cc2)cc1	-2.2%[12.3 µM]	·	0.6%
7	COc1cc(C2c3sc(=O)[nH]c3SC3C4CCC(C4)C23)ccc1O (stereo not given)	5.9%	5.9%	-15.7%
8	Cc1ccc(Cl)cc1-n1nnc(-c2nsc(NC(=O)c3ccccc3Cl)n2)c1C	5.5%	·	-24.3%

Reprinted at random: 2 compounds from above.
entry	SMILES	TDP1 block	N370S GC mod	FEN1 inhibitor
7	COc1cc(C2c3sc(=O)[nH]c3SC3C4CCC(C4)C23)ccc1O (stereo not given)	5.9%	5.9%	-15.7%
3	CCCCc1ccc(NC(=O)CC(C)(C)C)cc1	0.0%	15.5%	-15.0%

(cont.)
entry	SMILES	TDP1 block	N370S GC mod	FEN1 inhibitor
9	O=C(COC(=O)c1ccc(S(=O)(=O)N2CCc3ccccc3C2)cc1)NC1CCS(=O)(=O)C1 (stereo not given)	0.0%	5.4%	0.8%
10	COCc1nnc(NC(=O)CCc2ccccc2)s1	4.4%	-1.7%	-1.3%
11	CC(=O)c1ccc(NC(=O)C(C)OC(=O)COc2ccc(C#N)cc2)cc1 (stereo not given)	-2.7%	-2.5%	-4.3%
12	O=C(CCc1ccccc1)NNC(=O)c1ccncc1	?	·	-1.3%
13	CN(C)c1ccc(/C=C(\C#N)C(=O)OCC(=O)N(C)C2CCS(=O)(=O)C2)cc1 (stereo not given)	-15.8%	·	3.5%
14	Cc1ccc(C)c(NC(=O)CSc2c(C)n[nH]c2C)c1	1.8%	21.2%	4.7%
15	CCOc1ccc(NC(=O)CN(C)CC(=O)Nc2ccccc2SC)cc1OCC	-5.3%	11.2%	-6.5%
16	C/C=C/c1ccccc1OCc1ccc(C(=O)OC)o1	4.0%	-6.1%	9.1%
17	Cc1ccc(CNC(=O)Cn2ncc3c([nH]c4ccc(C)cc43)c2=O)cc1	-1.1%	·	-3.8%
18	Cc1c(C)n(Cc2ccccc2)c2ncnc(NCCCN(C)C)c12	·	-11.3%	-2.8%
19	O=C(/C=C/c1cccc2ccccc12)c1ccncc1	7.9%	-5.8%	-11.1%
20	COc1ccc(OCC(=O)NC(=O)c2ccccc2OC)c([N+](=O)[O-])c1	-1.1%[0.505 µM]	-2.2%	-5.0%
21	CC(Sc1nc2ccccc2[nH]1)C(=O)NC1CCCCC1C (stereo not given)	5.1%	-17.2%	-3.2%
22	CCCCNc1nc(=S)[nH]c2cc(OC)c(OC)cc12	5.9%	-6.7%	-20.8%
23	Oc1[nH]c2ccccc2c1C=Nc1ccc2c(c1)OCCO2	11.8%	-12.0%	-19.5%
24	Cc1cc(C)cc(N(CC(=O)Nc2ccc(Br)cc2)S(=O)(=O)c2c(C)[nH]c(=O)[nH]c2=O)c1	1.7%	1.58µM*	-3.7%
25	O=C(CC(NC(=O)c1ccccc1Cl)c1ccccc1)Nc1ccc2c(c1)OCO2 (stereo not given)	2.2%	4.6%	-9.3%
26	CC(C)OC(=O)[C@@H]1CC[C@H](C)[C@@H](CCC[C@@H]2CC=C[C@H](CC#N)O2)O1	0.6%	11.6%	·
27	Cc1c(OCC(=O)N[C@@H](Cc2c[nH]c3ccccc23)C(=O)O)ccc2c1oc(=O)c1ccccc12	·	3.8%	?
28	COC(=O)Cn1c(=O)c2c(n(Cc3ccccc3)c1=O)N/C(=C/c1ccc(Br)cc1)C2=O	·	-22.3%	5.9%
29	Cc1nnsc1C(=O)N1CCCC(Nc2ccc(C(C)C)cc2)C1 (stereo not given)	6.1%	-16.5%	16.8%
30	COCCn1nnnc1C(c1ccccc1OC)N1CCN(c2ccccc2F)CC1 (stereo not given)	4.1%	6.5%	-6.9%
31	CC(C)(C)c1cc(-c2n[nH]c(=S)n2-c2ccccc2F)n[nH]1	·	1.2%	-4.8%
32	CCOCCCNC(=O)CCCn1nc(C)n2c(cc3sccc32)c1=O	-1.2%	3.8%	-14.9%
33	CCOc1ccc(Nc2ccc(C(=O)O)cc2[N+](=O)[O-])cc1	·	-2.9%	12.0%
34	COc1cc(OC)cc(-c2nnc(NC(=O)CCS(=O)(=O)c3ccc(C)cc3)o2)c1	2.5%	-5.8%	-12.7%
35	CC1Cc2ccccc2N1S(=O)(=O)c1cccc(C(=O)N2CCCCC2)c1 (stereo not given)	0.1%	-0.1%	0.2%
36	Nc1nc(SCc2ccccc2Cl)[nH]c(=O)c1-c1ccccc1	-5.5%	6.0%	-1.1%
37	O=C(CN1C(=O)c2ccccc2S1(=O)=O)c1cccc(Br)c1	2.5%	-9.1%	10.6%
38	CCn1c(=O)n(CC)c2cc([N+](=O)[O-])ccc21	1.1%	-10.8%	-3.9%
39	CC(C)/C=C1\CCc2c([nH]c3ccccc23)C1=O	2.7%	?	-5.5%
40	O=C1C2C3C=CC(C3)C2C(=O)N1CCN1CCN(Cc2ccc([N+](=O)[O-])cc2)CC1 (stereo not given)	-5.1%	2.3%	10.4%
41	CC(C(=O)NC(C)(C)C)N(C(=O)CS(=O)CC(=O)Nc1ccc(F)cc1)C1CCCC1 (stereo not given)	8.5%	-15.3%	1.0%
42	CCOC(=O)N/N=C(\C)c1ccc(C)c([N+](=O)[O-])c1	-1.9%	9.0%	-0.2%
43	COc1ccc(-c2noc(CCC(=O)NCCc3ccccc3)n2)cc1OC	·	-7.5%	16.7%
44	COc1ccc(OCCC(=O)c2ccc(OC)cc2)cc1	·	-3.9%	-1.7%
45	O=C(O)c1cccc(S(=O)(=O)N(Cc2ccccc2)c2ccccc2)c1	8.0%	11.1%	1.1%
46	C=C(C)COc1ccc2c3c(c(=O)oc2c1OCC(=C)C)CCC3	-10.2%	?	-8.9%
47	CCOC(=O)c1c(NC(=O)c2cccs2)sc2c1CCC2	1.2%	10.6%	9.8%
48	CC1(C)C2CCC(C2)C1C/C=N/NC(N)=S (stereo not given)	0.0%	2.6%	-0.3%
49	Cc1cccc(-n2c3nc(=O)n(C)c(=O)c-3cc3c(Cl)cccc32)c1C	-7.0%	·	-8.1%
50	O=C(C1CCN(S(=O)(=O)N2CCC3(CC2)OCCO3)CC1)N1CCC(Cc2ccccc2)CC1	2.1%	3.8%	-1.2%
51	COCCC(=O)N1CCC(Oc2ccc(C(=O)N3C[C@H]4CC[C@H]3C4)cc2)CC1	0.7%	1.5%	0.4%
52	COc1ccc(-c2cc(C(=O)N3CCCCC3)c3ccccc3n2)cc1OC	0.4%	3.6%	5.6%
53	C=CC1=C2C=C(C3CC3)N(C(CO)CO)C=C2C(=O)C(C)(OC(=O)c2ccco2)C1=O (stereo not given)	6.8%[12.3 µM]	9.0%[12.8 µM]	·
54	COc1ccc(CNC(=O)c2cnn3c(C)c(Cc4ccc(F)cc4)c(C)nc23)cc1	0.0%	·	-17.5%
55	Cc1nc2ccccc2n1S(=O)(=O)c1cc(C(=O)O)ccc1Cl	·	-0.7%	-1.5%
56	CC(=O)Nc1ccc(S(=O)(=O)NCC(=O)NCCCc2ccccc2)cc1	9.4%	-6.5%	-18.4%
57	CCC(=O)OC1(C)C(=O)C=C2C=C(c3ccsc3)OC=C2C1=O (stereo not given)	-5.0%&1.2%	8.7%&-0.6%	39.8µM*
58	COCCCNC(=O)c1ccc(CS(=O)(=O)c2ccccc2C)o1	·	0.7%	-0.2%
59	C/C(=N\NC(=O)c1ccccc1)c1c(C)[nH]n(-c2ccccc2)c1=O	4.7%	-9.1%	6.9%
60	CC(C)(C)N(Cc1cc2ccccc2[nH]c1=O)C(=O)c1ccco1	0.0%	14.4%	-0.3%
61	Clc1ccc(CCNc2nc3ccccc3s2)cc1	-5.2%	6.1%	-23.0%
62	Cc1ccc(C(=O)Cn2c(NCCO)nc3ccccc32)cc1	9.6%	-2.4%	0.4%
63	CN1C(C(=O)Nc2ccc(F)cc2F)=CC(c2ccco2)=NS1(=O)=O	8.6%	-5.8%	-2.1%&2.2%
64	Cc1ccc(S(=O)(=O)NCc2ccc3[nH]c(C)cc3c2)cc1	4.6%	5.8%	-19.5%

Sorted by number of heavy atoms (falling): 14 of the compounds above
entry	SMILES	TDP1 block	N370S GC mod	FEN1 inhibitor
53	C=CC1=C2C=C(C3CC3)N(C(CO)CO)C=C2C(=O)C(C)(OC(=O)c2ccco2)C1=O (stereo not given)	6.8%[12.3 µM]	9.0%[12.8 µM]	·
34	COc1cc(OC)cc(-c2nnc(NC(=O)CCS(=O)(=O)c3ccc(C)cc3)o2)c1	2.5%	-5.8%	-12.7%
8	Cc1ccc(Cl)cc1-n1nnc(-c2nsc(NC(=O)c3ccccc3Cl)n2)c1C	5.5%	·	-24.3%
43	COc1ccc(-c2noc(CCC(=O)NCCc3ccccc3)n2)cc1OC	·	-7.5%	16.7%
56	CC(=O)Nc1ccc(S(=O)(=O)NCC(=O)NCCCc2ccccc2)cc1	9.4%	-6.5%	-18.4%
20	COc1ccc(OCC(=O)NC(=O)c2ccccc2OC)c([N+](=O)[O-])c1	-1.1%[0.505 µM]	-2.2%	-5.0%
59	C/C(=N\NC(=O)c1ccccc1)c1c(C)[nH]n(-c2ccccc2)c1=O	4.7%	-9.1%	6.9%
60	CC(C)(C)N(Cc1cc2ccccc2[nH]c1=O)C(=O)c1ccco1	0.0%	14.4%	-0.3%
36	Nc1nc(SCc2ccccc2Cl)[nH]c(=O)c1-c1ccccc1	-5.5%	6.0%	-1.1%
37	O=C(CN1C(=O)c2ccccc2S1(=O)=O)c1cccc(Br)c1	2.5%	-9.1%	10.6%
44	COc1ccc(OCCC(=O)c2ccc(OC)cc2)cc1	·	-3.9%	-1.7%
12	O=C(CCc1ccccc1)NNC(=O)c1ccncc1	?	·	-1.3%
61	Clc1ccc(CCNc2nc3ccccc3s2)cc1	-5.2%	6.1%	-23.0%
39	CC(C)/C=C1\CCc2c([nH]c3ccccc23)C1=O	2.7%	?	-5.5%

Later entries
entry	SMILES	TDP1 block	N370S GC mod	FEN1 inhibitor
65	COc1cc(NC(=O)COC(=O)/C=C/c2ccccc2Cl)cc(OC)c1	2.2%	26.8%	1.2%
66	CC(=O)N1N=C(c2ccc(C)cc2)OC1c1ccc(C(C)C)cc1 (stereo not given)	-3.8%	15.8%	?
67	CCOC(=O)c1cnc(-n2nc(C)cc2C)nc1NCc1ccc2c(c1)OCO2	3.1%	6.8%	-3.8%
68	COc1ccc(-c2nc3ncnn3cc2C)cc1F	-2.7%	2.9%	-6.3%
69	CC1CCN(S(=O)(=O)c2cccc(-c3nnc(-c4cccnc4)o3)c2)CC1	9.1%	0.6%	3.7%
70	Nc1ncnc(Nc2ccc(F)cc2)n1	-2.2%	1.0%	5.0%
71	CSc1ccccc1NC(=O)CN(c1ccccc1)S(=O)(=O)N(C)C	-1.0%	?	-1.2%
72	O=C(Cn1ncc2c3ccccc3n(Cc3ccccc3)c2c1=O)N1CCN(c2ncccn2)CC1	2.3%	13.1%	-17.1%
73	CCC(C(=O)Nc1cccc(OC)c1)n1nc(C)c2c(C)n(-c3ccccc3)nc2c1=O (stereo not given)	2.1%	2.1%	-11.8%
74	Cn1cc(S(=O)(=O)c2ccccc2)c(=O)c2cc(F)c(N3CCN(c4ccccc4)CC3)cc21	2.5%	·	0.2%
75	O=C(NCc1ccc(F)cc1)C1CCCN1S(=O)(=O)c1ccccc1C(F)(F)F (stereo not given)	0.0%	·	20.0%
76	CC(C)CC(=O)Nc1ccc(C(=O)COC(=O)C2CCC2)cc1	3.3%	-4.4%	12.4%
